# Screening results deposited in PubChem BioAssay by The Scripps Research Institute Molecular Screening Center.
# MITF inh = blocks human microphthalmia-associated transcription factor; 650,000 compounds, 0.91% hits; O75030; inhibition, % at 2.6 µM; AlphaScreen MITF homodimerization, bead proximity signal; AID 1259374; in the data active = inhibition above about 50%;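 note: 0% = vehicle wells with protein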
# Target sequence (O75030 whole entry, looked up): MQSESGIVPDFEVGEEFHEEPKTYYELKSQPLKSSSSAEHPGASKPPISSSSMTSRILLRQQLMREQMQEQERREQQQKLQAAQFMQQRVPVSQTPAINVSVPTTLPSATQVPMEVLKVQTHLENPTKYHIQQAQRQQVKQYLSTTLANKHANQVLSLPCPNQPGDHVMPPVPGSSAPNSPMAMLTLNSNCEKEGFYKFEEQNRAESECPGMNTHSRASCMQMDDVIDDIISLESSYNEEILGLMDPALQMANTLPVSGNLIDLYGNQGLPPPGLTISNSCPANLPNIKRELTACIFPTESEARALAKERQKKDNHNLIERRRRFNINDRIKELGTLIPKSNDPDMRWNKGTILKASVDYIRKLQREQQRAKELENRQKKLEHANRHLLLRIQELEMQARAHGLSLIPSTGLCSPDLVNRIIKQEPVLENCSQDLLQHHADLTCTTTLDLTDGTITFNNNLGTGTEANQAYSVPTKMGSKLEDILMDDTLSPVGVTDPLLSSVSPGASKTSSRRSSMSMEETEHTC
# FBW7 act = activators of human E3 ligase FBW7 | normalized activity (activation), % at 26.1 µM | AID 1259310 | 650,000 compounds, 0.13% hits | AlphaScreen FBW7–phospho-cyclin E peptide binding, activator screen | Q969H0; in the data active = normalized activity above about 1.9%;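 note: purified mutant Fbw7 with reduced substrate affinity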
# TEAD-YAP block = TEAD-YAP interaction inhibition. 640,000 compounds, 1.4% hits. HEK-TIYL cells, TEAD-Gal4/YAP UAS-luciferase luminescence. inhibition, % at 9.12 µM; in the data active = inhibition above about 32%;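 note: 0% = median of test compound wells and 100% = reference inhibitor wells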
# GPR151 ag = activators of human GPR151; PathHunter beta-arrestin GPR151 cells, luminescence; Q8TDV0; 650,000 compounds, 1% hits; activation, % at 11.2 µM; in the data active = activation above about 4.9%;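 note: 0% = median of compound wells and 100% = cells with positive control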
# Target sequence (Q8TDV0 whole entry, looked up): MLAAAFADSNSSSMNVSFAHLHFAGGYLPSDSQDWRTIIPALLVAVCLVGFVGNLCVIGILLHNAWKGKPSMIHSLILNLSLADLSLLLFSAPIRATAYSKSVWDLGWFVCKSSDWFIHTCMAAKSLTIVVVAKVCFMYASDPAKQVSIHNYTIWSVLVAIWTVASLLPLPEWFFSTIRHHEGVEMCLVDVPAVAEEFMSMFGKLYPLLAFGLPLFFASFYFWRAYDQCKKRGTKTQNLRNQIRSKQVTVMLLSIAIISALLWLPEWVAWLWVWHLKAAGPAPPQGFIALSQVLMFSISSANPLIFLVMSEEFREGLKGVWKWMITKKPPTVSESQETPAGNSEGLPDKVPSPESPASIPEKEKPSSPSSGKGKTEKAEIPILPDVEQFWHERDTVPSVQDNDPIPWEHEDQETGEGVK
# * hit, by the source's call.
SMILES,MITF inh,FBW7 act,TEAD-YAP block,GPR151 ag
COc1ccc(Cc2nnc(NC(=O)c3ccc(F)cc3)s2)cc1OC,15,0.1,12,-1.1
CCN(CC)CC(=O)Nc1sc2c(c1C(=O)c1ccccc1OC)CCC2,-1,-0.1,7,1.7
CCOc1ccc(NC(=O)C2CC2(c2cccc(OC)c2)c2cccc(OC)c2)cc1 (centres undefined),1,0.0,-18,0.7
Cc1ccc2oc(-c3cccc(NC(=O)c4ccccc4Cl)c3C)nc2c1,2,0.1,-20,0.6
CCOC(=O)N1CCC(N2C(=O)c3ccccc3C2Nc2cc(C)ccc2C)CC1 (centres undefined),7,0.3,5,0.1
CCCc1[nH]nc2c1C(c1cccc(OC)c1OC)C(C#N)=C(N)O2 (centres undefined),7,0.0,-4,0.0
CCCN1C(=O)CN(C2CCCCC2)C(=O)C1c1ccc(OC)c(OC)c1 (centres undefined),1,0.0,3,-0.4
NC1=NC(=O)/C(=C/c2ccccc2OCc2ccccc2Cl)S1,17,1.4,-9,-0.1
CC(Oc1ccc(Cl)cc1Cl)C(=O)OCC(=O)Nc1ccccc1 (centres undefined),2,0.1,-1,-1.1
CC1(C)Oc2ccc(C(=O)Nc3ccccc3)cc2N(CC(=O)OCc2ccccc2)C1=O,1,0.0,-16,0.2
COc1ccc(CN2CCN(S(=O)(=O)c3ccccc3[N+](=O)[O-])CC2)cc1OC,33,-0.2,-1,1.8
CN1CCN(c2ncnc3c2c(-c2ccccc2)cn3-c2ccccc2)CC1,9,-0.2,4,1.0
COc1cc(-c2nnn(CC(=O)Nc3nnc(C)s3)n2)ccc1OCc1ccccc1,2,0.0,-4,-0.3
O=[N+]([O-])c1ccc(O)c(C(C#Cc2ccccc2)N2CCOCC2)c1 (centres undefined),-18,-0.4,-33,1.8
OCCNCCCCOc1c(Cl)cc(Cl)cc1Cl,6,-0.2,2,0.9
O=C(NCCOc1ccccc1)c1cnc(Nc2ccc3ncccc3c2)s1,5,-0.1,-5,0.6
Cc1ccc(C(=O)OCc2nc(N)nc(Nc3ccccc3C)n2)cc1C,-8,-0.1,-5,-0.5
Cc1oc2ccc(OCc3cccc(Cl)c3)cc2c1C(=O)O,3,-0.2,-4,-1.1
CC1(c2ccc(Cl)cc2)CC(C)(C)N(C(=O)CSC2=NCCS2)c2ccccc21 (centres undefined),12,-0.1,16,1.2
O=C1CCCC(=O)N1c1ccc(NCCCn2ccnc2)c([N+](=O)[O-])c1,5,0.1,5,-0.1
O=C(Nc1sc2c(c1C(=O)NCc1ccccc1)CCCC2)c1ccccc1F,-7,0.1,12,-0.4
O=C(NCCCN1CCCC1=O)c1ccnc(Nc2ccncn2)c1,24,0.6,4,0.5
COc1ccc(C)cc1NC(=O)CN1CCN(CC(=O)Nc2ccccc2F)CC1,18,0.3,-3,-0.7
O=C(CN(c1ccccc1)S(=O)(=O)c1ccccc1)N1CCN(Cc2ccccc2)CC1,5,0.2,-1,-0.1
COc1cccc(OC)c1Oc1ncc(-c2ccc(F)cc2)cn1,-5,0.0,-39,-0.4
CCOC(=O)CNS(=O)(=O)Cc1ccccc1,20,0.6,4,6.8*
CCN1CCCC1CNC(=O)c1cc2c(s1)-c1ccccc1OC2 (centres undefined),-6,0.5,-9,-0.8
CN1CCc2nc3sc(C(=O)c4ccccc4)c(N)c3cc2C1,3,-0.4,-1,0.0
C=CCN(c1ccccc1)S(=O)(=O)c1ccc(F)c(C(=O)Nc2cccc(C)c2C)c1,-8,-0.1,15,0.0
Cc1c(NC(=O)Nc2c(C)n(C)n(-c3ccccc3)c2=O)cccc1[N+](=O)[O-],-4,-0.1,8,-0.6
Cc1c(C(=O)NCc2ccc(Cl)cc2)sc2ncn(CC(=O)N3CCCC(C)C3)c(=O)c12 (centres undefined),2,0.1,-3,-2.3
COc1ccccc1NC(=O)CN1C(=O)C2(SCC(=O)N2c2cc(C)cc(C)c2)c2ccccc21 (centres undefined),4,0.6,7,-0.8
O=C(CSc1nc2ccccc2c2nc(-c3ccc([N+](=O)[O-])cc3)nn12)c1ccc(Br)cc1,-21,0.4,-4,0.1
CCOC(=O)C1=C(c2ccccc2)N=c2s/c(=C\c3c(C)n(Cc4ccccc4)c4ccccc34)c(=O)n2C1c1cccs1 (centres undefined),21,0.3,-6,-0.8
CCOC(=O)N1CCC(NC(=O)c2ccc(N3CC4CC(C3)c3cccc(=O)n3C4)c(NC(=O)c3cc(OC)cc(OC)c3)c2)CC1 (centres undefined),22,0.1,-14,-1.8
Cc1ccc2c(c1)C(=O)/C(=C/N(C)C)CS2,13,-0.2,-2,-0.6
COCCNC(=O)CSc1nnc2c(n1)[nH]c1ccc(C)cc12,-10,-0.1,-13,-0.4
c1cc(-c2cn[nH]c2C2CCCNC2)ccn1 (centres undefined),-7,0.8,-13,-1.1
C=CCSc1nc2sc3c(c2c(=O)n1-c1ccc(C)cc1)CCCC3,6,0.0,0,-0.9
COc1cc(/C=C2/C(=N)N3N=C(CC(C)C)SC3=NC2=O)ccc1OCCOc1cccc(C)c1,6,0.0,5,-0.9
Cn1c2ccccc2c2nnc(SCc3ccccn3)nc21,4,-0.3,-18,-1.3
CCOC(=O)N1CCN(c2ccc(C(=O)O)cc2[N+](=O)[O-])CC1,-12,0.0,-3,0.0
CCC(=O)Nc1cccc(NC(=O)c2cccc([N+](=O)[O-])c2C)c1,15,0.7,12,0.5
Cc1sc(Nc2ccccc2)nc1-c1ccccc1,4,-0.4,-39,-0.6
COC(CNC(=O)c1cccc(NS(=O)(=O)c2ccc(C)cc2)c1)OC,12,0.0,2,-0.5
NNC(=O)CCC(=O)Nc1ccccc1Cl,2,-0.1,-7,0.5
COc1ccc(S(=O)(=O)N2CCN(Cc3cccc(Cl)n3)CC2)cc1,-14,0.0,-3,-0.5
Cc1cc(NC(=O)CSc2nc3ccsc3c(=O)n2Cc2ccccc2)n[nH]1,-8,0.1,-4,0.3

# The closing six entries of the section above open the next one:
SMILES,MITF inh,FBW7 act,TEAD-YAP block,GPR151 ag
CCC(=O)Nc1cccc(NC(=O)c2cccc([N+](=O)[O-])c2C)c1,15,0.7,12,0.5
Cc1sc(Nc2ccccc2)nc1-c1ccccc1,4,-0.4,-39,-0.6
COC(CNC(=O)c1cccc(NS(=O)(=O)c2ccc(C)cc2)c1)OC,12,0.0,2,-0.5
NNC(=O)CCC(=O)Nc1ccccc1Cl,2,-0.1,-7,0.5
COc1ccc(S(=O)(=O)N2CCN(Cc3cccc(Cl)n3)CC2)cc1,-14,0.0,-3,-0.5
Cc1cc(NC(=O)CSc2nc3ccsc3c(=O)n2Cc2ccccc2)n[nH]1,-8,0.1,-4,0.3
Cc1c(S(=O)(=O)N(Cc2ccccc2)Cc2ccccc2)c(=O)n(C)c(=O)n1C,14,0.0,5,0.0
COc1ccc(-c2nnc(SCC(=O)c3ccc[nH]3)o2)cc1,-5,-0.1,39*,-3.7
CCOC(=O)C1=CN(Cc2ccc(OC)c(OC)c2)C=C(C(=O)OCC)C1c1ccc(O)cc1,1,0.5,-9,-1.2
Cc1ccc(CNS(=O)(=O)c2ccc(F)c(C(=O)Nc3ccc(Cl)cc3Cl)c2)cc1,4,0.0,-6,-0.2
COC(=O)C1=C(C)NC2=C(C(=O)CC(c3cccs3)C2)C1c1ccc(F)c(F)c1 (centres undefined),3,0.2,13,-1.8
Cc1ccc(OCCn2ccnc2)c([N+](=O)[O-])c1,49,0.1,1,-0.8
CCCCN(C(=O)c1cc(C)cc(C)c1)C1CC2CCC(C1)N2C (centres undefined),-3,0.0,-4,0.5
CS(=O)(=O)N(CC(=O)Nc1ccc(CC#N)cc1)c1ccc2c(c1)OCCO2,17,0.6,-4,-2.1
COc1cccc(C(=O)Nc2nnc(S(=O)(=O)N3CCCc4ccccc43)s2)c1,12,0.3,4,3.6
O=C(CCN1C(=O)C2C3C=CC(CC3)C2C1=O)Nc1ccc(F)c(F)c1 (centres undefined),-18,-0.1,5,-0.3
COc1ccccc1N1CCN(CCNC(=O)Nc2cccc(C)c2C)CC1,6,-0.1,9,-0.8
Oc1ccc2cc(Br)ccc2c1CN1CCOCC1,10,0.6,5,-2.3
CC(=O)NNC(=O)CSc1nnc(-c2ccc(Br)cc2)n1C,0,0.0,6,-0.1
CCOc1ccc(/C=C/C(=O)Nc2ccc(S(=O)(=O)Nc3nccs3)cc2)cc1OC,-15,0.1,3,-0.5
Cc1nnc(SCC(=O)Nc2ccc(C)c(S(=O)(=O)N3CCCCC3)c2)s1,-5,-0.1,-1,0.4
COc1ccc(CN2CCNC(=O)C2CC(=O)NCCSC)cc1OC (centres undefined),6,-0.1,2,-0.7
COc1ccc2c(c1)CC(c1nc3c(F)cc(-c4cn[nH]c4)cc3[nH]1)CO2 (centres undefined),-7,0.0,1,2.0
CS(=O)(=O)N1CCc2cc(N3CCN(CC4CC4)C3=O)ccc21,1,0.0,-36,0.7
COc1ccc(-c2nc3cc(NC(=O)COc4cc(C)ccc4C(C)C)ccc3o2)cc1Br,17,0.3,-10,0.2
Cc1nc2nc(S(=O)(=O)N3CCCCC3)nn2c(C)c1C,20,0.3,0,-0.9
O=C(c1ccco1)N1CCN(C(c2cccs2)c2sc3ncnn3c2O)CC1 (centres undefined),12,-0.2,7,2.9
COc1ccc(S(=O)(=O)Nc2ccc(NC(C)=O)cc2)cc1,3,0.0,0,-0.4
CCOC(=O)c1ccoc1COC(=O)/C=C/c1ccc(SC)cc1,7,0.2,5,1.6
O=C(c1ccc2c(c1)CCO2)N1CCC2(CC1)OCc1cc(Cl)ccc1O2,15,-0.4,37*,0.8
COc1cccc(-c2cc3nc4c(c(NCCCn5ccnc5)n3n2)CCCC4)c1,3,-0.1,24,-0.2
COc1ccc(C(=O)N2CCCC(N3CCN(c4ccccc4OC)CC3)C2)c(OC)n1 (centres undefined),7,0.0,1,1.5
O=C(Cn1nc2n(Cc3ccccc3F)c3ccccc3n2c1=O)N1CCOCC1,3,-0.1,-3,2.0
CCN1CCCC(N2C(=O)OC(C)(C)C2(C)O)C1 (centres undefined),5,0.1,6,1.5
COc1ccc(/C=C(/NC(=O)c2ccccc2Cl)C(=O)NCc2ccccc2)cc1,2,0.6,6,-0.9
Cc1nc2c(cc(Oc3nnc(-c4ccc(C)c(C)c4)c4ccccc34)c3ccsc32)s1,-8,-0.2,-11,1.3
CCCOC(=O)c1ccc(NC(=O)/C=C\C(=O)O)cc1,9,0.0,3,0.3
O=C1c2cccnc2C(=O)N1CCc1ccc(S(=O)(=O)NC2CCCCCC2)cc1,-1,-0.2,-7,-2.4
O=C(NCCN1CCOCC1)c1ccnc(Nc2ccc3ncccc3c2)c1,-14,-0.1,-5,0.1
COc1ccc(N2CCN(C(=O)CCl)CC2)cc1,8,0.6,49*,-1.3
CC(CCc1ccccc1)NC(=O)c1ccc(N)c([N+](=O)[O-])c1 (centres undefined),-2,0.2,-8,1.5
Cn1c(=O)[nH]c(=O)c2c1nc(N(CCO)CCO)n2CCOc1ccccc1,-3,0.1,-4,-0.9

# Six structures already listed, ordered by number of heavy atoms, smallest number first:
SMILES,MITF inh,FBW7 act,TEAD-YAP block,GPR151 ag
COc1ccc(N2CCN(C(=O)CCl)CC2)cc1,8,0.6,49*,-1.3
CCCOC(=O)c1ccc(NC(=O)/C=C\C(=O)O)cc1,9,0.0,3,0.3
CC(CCc1ccccc1)NC(=O)c1ccc(N)c([N+](=O)[O-])c1 (centres undefined),-2,0.2,-8,1.5
O=C(NCCN1CCOCC1)c1ccnc(Nc2ccc3ncccc3c2)c1,-14,-0.1,-5,0.1
COc1cccc(-c2cc3nc4c(c(NCCCn5ccnc5)n3n2)CCCC4)c1,3,-0.1,24,-0.2
Cc1nc2c(cc(Oc3nnc(-c4ccc(C)c(C)c4)c4ccccc34)c3ccsc32)s1,-8,-0.2,-11,1.3

# (listing goes on)
SMILES,MITF inh,FBW7 act,TEAD-YAP block,GPR151 ag
O=C(NC(c1ccccc1)c1ccsc1)C1CCN(C(=O)C2CC2)CC1 (centres undefined),-1,0.0,8,-0.4
CCOc1ccc(Br)c(C2NC(=O)NC(C)=C2C(=O)OC)c1 (centres undefined),-6,0.1,1,-1.1
Nc1nc(N2CCCCC2)c(C=O)c(N2CCCCC2)n1,7,0.1,-7,-0.6
CS(=O)(=O)CCC(C(=O)N1CCN(c2ccccn2)CC1)N1Cc2ccccc2C1=O (centres undefined),-4,0.0,-5,-0.4
Cc1c([N+](=O)[O-])cc(C(=O)NCc2ccc(F)cc2)cc1[N+](=O)[O-],12,0.3,-3,0.7
COc1ccc(/C=C/C(=O)Nc2ccccc2C)cc1OC,11,-0.2,5,0.7
Cc1cc2c(=O)n(CC(=O)NCC(=O)N3CCCCCC3)cnc2s1,3,0.0,10,-1.0
COc1cc(NC(=O)c2ccccc2F)c(OC)cc1NC(=O)CN1CCOCC1,11,0.0,-22,-1.3
O=C(c1cc(COc2ccc(F)cc2F)on1)N1CCN(C(=O)c2ccco2)CC1,0,0.0,0,0.4
